Screens: PubChem, several laboratories
Myeloid diff 2 – myeloid differentiation induction; ER-HoxA9 myeloid progenitors, lysozyme-GFP differentiation, flow cytometry; calls only at 10 µM; 360,000 tested, 1% active; AID 624256;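 active = normalized GFP-positive differentiation at or above the plate's own cutoff, the solvent-only control mean plus 3 SD; inconclusive = no clear call, values can overlap the other calls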;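 note: cells exposed to compound for four days before flow analysis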
NS5 inhibitors – flavivirus cap methylation enzyme inhibition – biochemical, confirmation dose response, primary screen (AID 588689); 340,000 tested, 0.3% active; Dengue-2 NS5 methyltransferase capping enzyme assay, biochemical; higher % means a stronger effect; one-dose inhibition, % at 25 µM; IC50 in µM for titrated hits; in the data active = a potency from the dose series; inconclusive = inhibition above about 29% without an active follow-up result
XIAP displacement – small molecules displacing peptide from XIAP – biochemical, IAP family, fluorescence polarization (AID 1018); 200,000 tested, 0.007% active; XIAP BIR domain, fluorescence polarization peptide displacement; higher % means a stronger effect; displacement, % at 20 µM, or IC50 in µM where a hit was titrated; in the data active = displacement above about 50%; note: a part of the inactive calls stands beside numbers as strong as those of hits
Lipid droplet – hepatic lipid droplet formation modulation; AML12 mouse hepatocytes, oleate lipid droplets, BODIPY imaging; inhibition, % at 6.5 µM; 240,000 tested, 0.4% active; AID 1656;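 active = lipid droplet intensity inhibited by at least 50%, with more than 500 cells counted; inconclusive = wells with under 300 cells, treated as cytotoxic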
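Assay system: AML12 hepatocytes (mouse) / Also added: 100 µM oleic acid challenge / Times: overnight treatment with compound plus oleate / Detection: high-content imaging of BODIPY-stained droplets and DAPI nuclei / Evaluation: % inhibition of lipid droplet signal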
LYP inhibition – inhibitors of LYP phosphatase, biochemical, fluorescence intensity, uHTS (AID 1779) | recombinant LYP phosphatase, fluorescence intensity; higher % means a stronger effect | inhibition, % at 11.5 µM; hits with a dose series show IC50 in µM | 290,000 tested, 0.054% active;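 note: plate controls were vehicle with enzyme for no effect and no enzyme for full effect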
AID2073 – disruptors of CaV2.2 binding to Mint1 – biochemical, HTRF (AID 2073) | HTRF protein-protein interaction, Mint1-CaV2.2; higher % means a stronger effect | 290,000 tested, 0.19% active | inhibition, % at 20 µM; hits with a dose series show IC50 in µM; in the data active = inhibition mostly above about 51%, no sharp cut-off; inconclusive = no clear call, values can overlap the other calls; inactive = mostly below about 53%; note: some results filed as inactive read as strong as hits
HEK293 NOD2/NF-kB – NOD2 signaling inhibitors, cell-based, luminescence, uHTS, HEK293 (AID 1566) | HEK293 NOD2/NF-kB luciferase reporter, luminescence; higher % means a stronger effect | one-dose inhibition, % at 4 µM; EC50 in µM for titrated hits | 290,000 tested, 0.63% active; note: many of its hits are not listed in these tables
Siah-1 displacement – blockers of Siah-1 interaction with plectin peptide – biochemical, fluorescence polarization, rhodamine-plectin, uHTS, primary screen (AID 1817) | 290,000 tested, 0.02% active | Siah-1 / rhodamine-plectin peptide fluorescence polarization; higher % means a stronger effect | displacement, % at 20 µM; hits with a dose series show IC50 in µM;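 active = displacement of at least 50% at 20 µM, with a fluorescence ratio check between 0.3 and a set limit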;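 note: plate controls were Siah plus tracer with DMSO for no effect and tracer alone without Siah for full effect; strong numbers were not always called active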
HIV peptide binding – cell-free HIV fusion peptide-binding blockers – biochemical, uHTS, fluorescence dequenching, primary screen (AID 1986); 290,000 tested, 0.3% active; cell-free peptide binding, fluorescence dequenching, 30 min; higher % means a stronger effect; inhibition, % at 20 µM, or IC50 in µM where a hit was titrated; in the data active = inhibition mostly above about 52%, no sharp cut-off; inactive = mostly below about 76%; note: some results filed as inactive read as strong as hits
Lipid droplet cells 6.5 µM – recorded beside Lipid droplet, whose call it bears; cell count; measured here: cell count, cytotoxicity flag;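 cells counted across two imaged fields per well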
NS5 inhibitors pilot replicate – second read-out of NS5 inhibitors, no call of its own (marks repeat the call); inhibition, %; measured here: pilot screen replicate inhibition
Myeloid diff 2 GFP+ MAC1+ % – also measured in Myeloid diff 2; calls as there; GFP+ MAC1+ double positive, %; measured here: differentiation confirmed by MAC1 staining
* = called active by the depositor; i = inactive; ? = inconclusive; · = not tested or not shown. Cut-off read from the data, not from the text of the source, unless noted: active = inhibition above about 50%; inactive = the rest.

SMILES | Myeloid diff 2 | Myeloid diff 2 GFP+ MAC1+ % | NS5 inhibitors | XIAP displacement | Lipid droplet | Lipid droplet cells 6.5 µM | LYP inhibition | AID2073 | HEK293 NOD2/NF-kB | Siah-1 displacement | HIV peptide binding | others
Cc1nn(-c2ccccc2)c(Cl)c1/C=N/NS(=O)(=O)c1ccc(Br)cc1 | i | 0.7 | -2% | -4.4% | 5 | 652 | 3% | -1% | -7% | 0% | 8.7%
COc1ccc(Cl)cc1S(=O)(=O)N1CCCC(C(=O)N2CCCC2)C1 (configuration not stated) | ? | · | -5% | · | 31 | 693 | -8% | 4% | 3% | 2% | -1.0%
CC1(C)Cc2c(C#N)c(N3CCOCC3)nc(-c3ccccc3)c2CO1 | i | 0.7 | -12% | 0.1% | 10 | 687 | -2% | 13% | -9% | -1% | 2.6%
COc1cc(CCC(=O)OCC(=O)Nc2ccccc2C(C)C)cc(OC)c1OC | i | 0.1 | -2% | -7.0% | -1 | 527 | -4% | -1% | -4% | 8% | 1.3%
Cc1ccc(C(O)Cn2cc([N+](=O)[O-])nc2C)cc1 (configuration not stated) | i | 0.6 | -2% | · | 9 | 688 | -7% | 10% | 1% | 11% | -0.6%
O=[N+]([O-])c1ccc(C(O)CN2CCN(c3ccccc3)CC2)cc1 (configuration not stated) | i | 0.5 | -1% | · | 1 | 804 | -9% | 15% | -6% | 10% | -0.3%
COC(=O)c1cccc(NC(=O)CC2C(=O)NCCN2C(=O)c2ccc(F)cc2F)c1 (configuration not stated) | i | 0.6 | -12% | · | -2 | 699 | -5% | -10% | -9% | 3% | 0.5%
COCCCNC(=O)Cn1nnc(-c2ccccc2NC(=O)c2ccc(F)cc2)n1 | i | 2.2 | 2% | -7.1% | · | · | -5% | 7% | -2% | 1% | 0.5%
CCCOc1ccc(/C(O)=C2/C(=O)C(=O)N(CCCOC)C2c2ccncc2)cc1 (configuration not stated) | i | 1.1 | 2% | -4.1% | -1 | 638 | 3% | 1% | 0% | 12% | 2.1%
COc1ccccc1NC(=O)N1CCCC1C(=O)NCc1ccccc1Cl (configuration not stated) | i | 0.9 | -4% | · | 24 | 820 | -5% | 4% | 6% | -2% | 2.7%
O=C(Nc1ccc(Cl)c(Cl)c1)c1cccnc1 | i | 0.3 | 5% | · | -2 | 773 | -11% | 4% | -17% | -1% | -0.5%
COc1cccc(-n2cc(-c3ccc(F)cc3)[nH]c2=S)c1 | i | 1.1 | -18% | · | -5 | 722 | 1% | -16% | -175% | 7% | -1.1%
COc1ccc(OCC(=O)Nc2nc3ccccc3[nH]2)cc1 | i | 0.6 | -6% | -3.2% | · | · | 1% | 0% | -38% | 0% | 1.8%
COC(=O)c1ccc(C)c(NC(=O)c2nn(C)c(=O)c3ccccc23)c1 | i | 4.6 | -4% | -6.2% | · | · | 4% | 25% | 12% | -1% | 1.4%
COc1ccc(S(=O)(=O)Cc2ccc(C(=O)N3CCN(c4cccc(C)c4C)CC3)o2)cc1 | i | 1.8 | -6% | -2.1% | 1 | 661 | 4% | -1% | -29% | 3% | 1.2%
Cc1cccc(NC(=O)CCS(=O)(=O)c2ccccc2)c1 | i | 0.1 | 3% | · | 1 | 858 | -7% | 11% | -43% | -1% | 0.6%
CCOC(=O)Nc1ccc2c(CN3C(=O)NC4(CCCC4)C3=O)cc(=O)oc2c1 | i | 0.7 | -2% | -1.0% | 4 | 745 | -26% | 38% | 2% | 4% | 2.8%
CCn1cc(CNC(=O)/C=C/c2ccc([N+](=O)[O-])cc2)cn1 | i | 1.1 | -5% | -7.5% | 7 | 691 | 2% | 2% | 1% | 5% | -1.2%
COc1ccccc1OCCNC(=O)CC(NC(C)=O)c1ccccc1 (configuration not stated) | i | 1.0 | -6% | · | -2 | 628 | -10% | 8% | -2% | -2% | 0.6%
O=C(c1cccc(Br)c1)N1CCCc2ccccc21 | i | 0.7 | 5% | · | · | · | 9% | -2% | -7% | 6% | 2.8% | NS5 inhibitors pilot replicate=2.4
O=C(/C=C/c1ccccc1)OCCN=C1NS(=O)(=O)c2ccccc21 | i | 0.4 | 0% | · | -8 | 781 | -8% | 5% | -1% | -1% | 0.8%
O=C(CCc1nnc2ccc(NCc3ccco3)nn12)N1CCN(c2ccccc2)CC1 | ? | · | -7% | · | -6 | 619 | -7% | 27% | 8% | 0% | -0.7%
Cc1ccc(S(=O)(=O)N/N=C/c2ccccc2F)cc1[N+](=O)[O-] | i | 0.3 | 1% | · | -3 | 836 | -3% | -4% | -1% | 4% | 3.3% | NS5 inhibitors pilot replicate=-3.4
Cc1cccc(NC(=O)Nc2cccnc2)c1C | i | 0.5 | -5% | · | 17 | 714 | -9% | 8% | -10% | 14% | -0.8%
Cc1ccc(S(=O)(=O)N(C)c2ccc(N)cc2)cc1 | i | 1.4 | 1% | -3.2% | -1 | 782 | -8% | -3% | 12% | 1% | -2.2%
Cc1cc(C)n(CCNC(=O)CCc2nnc(CCc3ccccc3)o2)n1 | i | 0.2 | 0% | -4.8% | 0 | 660 | -9% | 2% | -3% | -1% | 0.2%
Cc1ccc(N/C(C(Cl)=C(Cl)Cl)=C(/Cl)[N+](=O)[O-])c(C)c1 | i | 0.3 | 20% | -15% | -16 | 739 | -4% | -2% | -11% | -4% | 1.6%
CC(C)(C)NC(=O)Cn1nnc(-c2ccc(S(C)(=O)=O)cc2)n1 | i | 0.5 | -1% | -3.6% | · | · | -5% | 2% | -4% | 10% | -0.1%
CN(C)S(=O)(=O)Nc1ccc(C(=O)O)cc1 | i | 0.5 | 3% | -9.4% | -14 | 755 | -16% | 0% | 10% | -2% | 0.0% | NS5 inhibitors pilot replicate=0.9
CCOC(=O)c1ccc(S(=O)(=O)NC2CCCCCCC2)n1C | i | 0.5 | 1% | -8.8% | -15 | 695 | 3% | -3% | 10% | 5% | -1.2%
CC(C)(C)C(=O)Nc1c2c(nn1-c1ccc(F)cc1)CSC2 | i | 0.5 | -5% | · | -14 | 710 | -12% | 6% | 7% | -1% | 1.0%
CCCCCCNS(=O)(=O)c1ccc(Cl)s1 | i | 0.6 | -2% | -2.2% | -17 | 762 | 3% | -3% | 3% | -1% | -2.3%
Cc1nnc(NC(=O)CCCN2C(=O)c3ccccc3C2=O)s1 | i | 0.8 | -1% | -4.4% | 8 | 696 | -9% | 3% | 10% | 4% | -1.8%
CC(C(=O)N1c2ccc(F)cc2CCC1C)N1C(=O)c2ccccc2C1=O (configuration not stated) | i | 1.2 | -6% | 6.4% | -19 | 631 | -4% | -5% | 11% | 3% | -2.6%
COCCNC(=O)C(=O)N/N=C/c1cccs1 | i | 0.0 | -4% | -2.2% | -12 | 676 | -6% | 10% | 7% | 0% | 1.5%
O=C(c1ccc(-c2nnc(Nc3cccc(Cl)c3)c3ccccc23)cc1)N1C[C@H]2C[C@H](C1)c1cccc(=O)n1C2 | i | 1.9 | -14% | -6.2% | · | · | 1% | 10% | 14% | 0% | -2.2%
O=C(NCc1cnc2ccccn12)C1CCC(=O)N(Cc2ccccc2F)C1 (configuration not stated) | i | 5.7 | 4% | · | -1 | 683 | -13% | 10% | 16% | -4% | -1.2%
COCC1OS(=O)(=O)NC(CC(=O)SC(C)(C)C)C1C (configuration not stated) | i | 2.8 | -4% | · | 8 | 798 | -4% | -6% | 1% | -1% | -0.7%
Brc1ccc(Oc2ncc(CN3CCOCC3)s2)cc1 | i | 0.4 | -2% | -7.4% | · | · | -2% | 0% | -28% | -2% | -2.1% | NS5 inhibitors pilot replicate=1.4
COCC(=O)Nc1ccc2c(c1)OCO2 | i | 0.6 | 2% | -10% | 6 | 581 | -6% | -11% | 13% | 0% | -1.7%
Cc1cc(C)cc(OCC(=O)NNC(=O)C2CCCO2)c1 (configuration not stated) | i | 0.3 | -5% | -6.7% | 10 | 747 | -1% | 5% | 15% | -2% | -0.4%
Fc1ccccc1CSCc1nc2ccccc2[nH]1 | i | 0.4 | -9% | -3.2% | 8 | 725 | -8% | -5% | -88% | 6% | -0.2%
CCCN1CCN(C(=O)CCS(=O)(=O)c2cc3c(cc2Cl)NC(=O)CO3)CC1 | i | 0.9 | 1% | · | -1 | 728 | -10% | 2% | 16% | -12% | 1.6%
N#C/C(C(=O)N1CCOCC1)=C1\Nc2ccccc2S1 | i | 1.2 | -10% | -3.4% | -2 | 695 | 5% | -9% | 11% | -2% | -1.1% | NS5 inhibitors pilot replicate=-6.4
COc1ccc(-c2csc(NC(=O)c3c(OC)cccc3OC)n2)cc1 | i | 0.9 | -7% | · | -6 | 783 | -4% | 30% | 13% | 12% | -0.8% | NS5 inhibitors pilot replicate=-7.6

The list is partial; the hit share may differ from the screen's.
